Bioassay records from PubChem.
CaV13 ICDI inh = Primary screen for inhibitors of IQ motif and Ca2+-dependent inactivation inhibitor domain binding in CACNA1D, Förster resonance energy transfer in living cells, …; HEK cells, CFP/YFP FRET ICDI-IQ, plate reader, 10 min; percent FRET-ratio fall versus neutral wells; inhibition, % at 12.3 µM; 0.098% of 340,000 active; AID 743397;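 active = mean replicate inhibition of at least 30% and at least 1% of replicates passing that level; inconclusive = only one of the two criteria is met; inactive = neither criterion is met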;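 also: 0% = median of the neutral control wells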
PDI inh = blocks human protein disulfide isomerase activity. 0.052% of 350,000 active. P07237. AID 588391. PDI insulin aggregation turbidity, A650, 90 min. inhibition, % at 10 µM;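 active = mean inhibition across replicates of 30% or more, whatever share of single replicates reach that level; inconclusive = mean inhibition below 30% while every single replicate reaches 30%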;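 also: absorbance from insulin aggregation driven by PDI reduction with DTT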
Target sequence (P07237 whole entry, looked up): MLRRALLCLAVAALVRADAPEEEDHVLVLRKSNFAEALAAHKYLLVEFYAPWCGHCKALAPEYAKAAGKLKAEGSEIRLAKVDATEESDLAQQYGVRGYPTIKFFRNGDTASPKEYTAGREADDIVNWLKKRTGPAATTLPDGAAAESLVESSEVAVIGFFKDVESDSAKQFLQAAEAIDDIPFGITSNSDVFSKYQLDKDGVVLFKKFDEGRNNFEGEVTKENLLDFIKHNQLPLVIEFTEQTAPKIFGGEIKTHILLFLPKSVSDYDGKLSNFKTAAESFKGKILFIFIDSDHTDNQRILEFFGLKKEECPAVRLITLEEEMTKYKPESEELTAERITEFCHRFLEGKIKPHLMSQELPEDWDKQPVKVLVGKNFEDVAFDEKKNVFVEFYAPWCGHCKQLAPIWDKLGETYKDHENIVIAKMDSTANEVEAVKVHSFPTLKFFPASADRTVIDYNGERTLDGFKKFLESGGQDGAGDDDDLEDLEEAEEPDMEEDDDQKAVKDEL
ABCB6 inh 2 = human ABCB6 transporter inhibition. K562-ABCB6 porphyrin accumulation, flow cytometry, 1 h; stronger effect = lower value. fluorescence ratio to DMSO, % at 10 µM. 0.19% of 360,000 active. AID 602162;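 active = fluorescence ratio to DMSO below 75%, the collection mean minus 3 SD; inconclusive = too few cells collected in the well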;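 also: signal is porphyrin accumulated inside mitochondria; 100% equals median channel fluorescence of DMSO control wells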
N-glyco inh = blocks N-linked glycosylation in D54 reporter cells | D54 ERlucT glycosylation luciferase reporter, 24 h; percent of 100 nM tunicamycin response | reporter increase, % at 12.5 µM | 0.23% of 360,000 active | AID 588692;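 active = mean luciferase reporter signal, scaled so untreated is 0 and the glycosylation-blocking control 100, at or above a set limit in every replicate; inconclusive = mean reaches the limit but not every replicate does; inactive = mean below the limit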;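 also: luciferase carries N-glycosylation sites so blocking glycosylation raises the light; 0% = median of neutral control wells and 100% = median of 100 nM tunicamycin wells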
MC4R barr agon = activates human MC4R beta-arrestin recruitment. P32245. U2OS MC4R beta-arrestin complementation, luminescence; percent of melanotan II response, DMSO zero. 0.98% of 360,000 active. activation, % at 8.9 µM. AID 540308;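 active = activation above a per-plate cutoff, the mean activation of sample wells on that plate plus 3 SD, cut at about 8% in these data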
Target sequence (P32245 whole entry, looked up): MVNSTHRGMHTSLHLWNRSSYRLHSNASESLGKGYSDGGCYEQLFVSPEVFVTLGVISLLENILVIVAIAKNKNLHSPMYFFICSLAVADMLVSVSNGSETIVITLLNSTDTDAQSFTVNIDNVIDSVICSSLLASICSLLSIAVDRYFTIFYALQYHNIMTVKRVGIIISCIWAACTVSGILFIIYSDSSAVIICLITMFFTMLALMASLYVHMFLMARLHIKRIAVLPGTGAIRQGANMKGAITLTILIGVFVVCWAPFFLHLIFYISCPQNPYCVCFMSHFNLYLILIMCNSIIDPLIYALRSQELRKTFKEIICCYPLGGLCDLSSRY
MC4R antag cAMP = human MC4R antagonism in cAMP assay; P32245; MC4R-expressing cells, MTII-stimulated cAMP, LANCE TR-FRET; inhibition, % at 6.5 µM; 0.48% of 360,000 active;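 active = inhibition above its plate's cutoff, the mean of tested wells on that plate plus 3 SD, cut at about 29% in these data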;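 also: 0% = Melanotan II alone and 100% = Melanotan II plus saturating MCL0020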
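Test system: U2OS cells stably expressing human melanocortin 4 receptor (MC4R); also added: Melanotan II challenge; compound: 6.5 µM single dose; timing: 30-min compound preincubation, 1-h Melanotan II challenge, 1-h detection, room temperature; signal: Eu-cAMP/anti-cAMP TR-FRET, emission 671 nm; repeats: one well per compound, no replicates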
m5-HT2A agonist = mouse HTR2A agonism via beta-arrestin recruitment | P35363 | CHO-K1 mHTR2A beta-arrestin complementation, luminescence; percent of 30 µM serotonin response | activation, % at 7.6 µM | 0.66% of 360,000 active | AID 624169;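 active = activation above a run cutoff, the mean activation of all tested compounds plus 3 SD, cut at about 14% in these data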;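 also: 0% = plate median of compound wells and 100% = 30 µM serotonin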
Granule exo inh = lytic granule exocytosis inhibition; TALL-104 LAMP-1 surface exposure, flow cytometry; cells stimulated with thapsigargin and PMA; inhibition, % at 10 µM; 0.66% of 360,000 active; AID 651702;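 active = inhibition above about 55%, limit read from the data; inconclusive = no clear call, values can overlap the other calls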
ABHD5-PLIN5 inh = inhibitors of human ABHD5-perilipin-5 interaction; Q00G26+Q8WTS1; Split G. princeps luciferase complementation, luminescence, 4 h; inhibition, % at 4 µM; 0.78% of 360,000 active;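 active = inhibition above the mean inhibition across every tested compound plus 3 SD, cut at about 22% in these data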;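 also: 0% = DMSO only wells and the 100% control is not disclosed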
Cardio protect = protects H9c2 cardiomyocytes from peroxide injury; H2O2 injury protection, ATPLite, 2 h; protection from H2O2 cell death, % at 20 µM; 0.63% of 360,000 active;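 active = compounds giving at least 50% protection of heart cells from peroxide-induced death in the single-dose screen, raw or plate-pattern-corrected value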;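 also: 0% = DMSO wells with peroxide and 100% = DMSO wells without peroxide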
* marks the source's active call; other numbers are inactive results; ? = inconclusive; · = not tested or not shown. Outcome played no part in choosing rows. About 4.2% of those tested had a hit in this group.

cpd	SMILES	CaV13 ICDI inh	PDI inh	ABCB6 inh 2	N-glyco inh	MC4R barr agon
1	COCCn1c(SCC(=O)Nc2sc(C)c(C)c2C#N)nnc1-c1ccc(OC)cc1	-5	-12	95	2	-1.1
2	O=C(C1CCN(S(=O)(=O)c2c(Cl)cccc2Cl)CC1)N1CCCC1	-2	0	98	-1	1.2
3	O=C(NC(c1ccccc1)c1ccc2ccccc2n1)C1CCN(Cc2ccc(Cl)c(Cl)c2)CC1 (configuration not stated)	-6	-1	105	-3	0.7
4	CCOC(=O)CCC(NC(=O)c1ccc(NCN2C(=O)c3ccccc3C2=O)cc1)C(=O)OCC (configuration not stated)	-7	-2	99	1	-0.2
5	COc1ccc(CCN(C)C(=O)C2CCN(Cc3ccc(C)cc3)CC2)cc1OC	3	-5	96	1	-4.8
6	CC1Oc2ccccc2N(CC(=O)N2CCc3ccccc32)C1=O (configuration not stated)	-8	-6	93	0	0.3
7	CN1CC(C(=O)O)Cc2c1ccc1ccccc21 (configuration not stated)	-2	-7	99	4	3.3
8	COc1ccccc1C(CNC(=O)CNC(=O)c1ccc(C)c(C)c1)N1CCCC1 (configuration not stated)	-5	11	107	0	-1.2
9	COc1ccc(C(=O)OCC(=O)NCC2CCCCC2)c(OC)c1	-4	4	95	-1	-1.0
10	COc1ccc(-c2sc3ccccc3c2-c2cc(OC)ccc2C=O)cc1	-5	·	96	·	·
11	Cc1cc(C)cc(-n2cc[nH]c2=S)c1	-5	3	99	2	-2.0
12	COc1cc(OC)c(S(=O)(=O)NC(C)C)cc1S(=O)(=O)NC(C)C	-3	1	95	3	-0.2

cpd	MC4R antag cAMP	m5-HT2A agonist	Granule exo inh	ABHD5-PLIN5 inh	Cardio protect
1	12	5	0	-4	-1
2	11	-1	-10	-6	-2
3	15	-10	5	1	-2
4	-20	1	-1	-2	42
5	-3	-4	-6	-4	0
6	12	2	-1	-5	10
7	-1	1	-1	5	-10
8	1	-10	4	-7	4
9	0	-1	-8	-6	-6
10	·	-5	7	7	·
11	21	2	-4	-2	0
12	0	-1	-1	-1	8

Further structures follow:
cpd	SMILES	CaV13 ICDI inh	PDI inh	ABCB6 inh 2	N-glyco inh	MC4R barr agon
13	CC(=O)/C=C1/SC(CC(=O)O)C(=O)N1c1ccccc1 (configuration not stated)	-5	1	101	-1	2.6
14	Nc1cc(C(F)(F)F)cc([N+](=O)[O-])c1N	-3	-2	105	3	-6.0
15	COc1cccc(C2c3[nH]c4ccccc4c3CCN2Cc2cccn2-c2ncccn2)c1 (configuration not stated)	-4	-5	411	2	0.8
16	CC(=O)N(C)c1ccc(N=Cc2cc3c(cc2[N+](=O)[O-])OCO3)cc1	-19	-3	97	6	0.0
17	C=CCSc1nnc2c(n1)[nH]c1c(C)cccc12	-7	0	93	6	-3.0
18	COCCNc1nc2c(c(=O)n(C)c(=O)n2C)n1Cc1cccc(C)c1	-4	7	97	-1	-1.9
19	CCOC(=O)Cc1nnc(NCc2ccccc2)c2ccccc12	-18	-12	98	-3	0.1
20	NC(=O)c1ccccc1[N+](=O)[O-]	·	·	103	1	1.1
21	CCN(CC(=O)Nc1c(F)cccc1F)C(=O)c1ccccn1	-2	-14	96	1	-0.4
22	CCCn1c(SCc2ccc(C(=O)OC)o2)nc2ccccc2c1=O	-5	1	93	-3	0.0
23	COc1ccc(C(=O)CCC(=O)Nc2ccc(Cl)cc2)cc1	?	-1	98	0	0.6
24	CC(=O)c1ccc(NS(=O)(=O)c2c(C)cc(C)cc2C)cc1	-2	12	96	-1	-2.5

cpd	MC4R antag cAMP	m5-HT2A agonist	Granule exo inh	ABHD5-PLIN5 inh	Cardio protect
13	14	3	-2	-1	6
14	12	-3	-10	-5	-16
15	20	0	8	7	-3
16	-10	9	6	-33	1
17	-3	3	3	-8	-13
18	9	1	2	-7	-12
19	-1	-7	2	0	6
20	4	2	-2	8	0
21	9	5	0	-2	-1
22	0	2	-11	-2	-5
23	9	0	-3	5	-4
24	4	-1	1	-6	-9

(further entries)
cpd	SMILES	CaV13 ICDI inh	PDI inh	ABCB6 inh 2	N-glyco inh	MC4R barr agon
25	CCOC(=O)Cc1csc(NC(=O)c2ccc(F)cc2)n1	-5	-6	100	-3	-1.3
26	O=C(NCCc1ccccc1)C(=O)NCCC1CCCCN1S(=O)(=O)c1cccs1 (configuration not stated)	-6	-5	99	1	2.3
27	O=c1[nH]c(S)nc2sc3c(c12)CCCC3	·	-5	77	0	-0.3
28	CC1CN(C(=O)CCNC(=O)c2ccc(Cl)cc2)CC(C)O1 (configuration not stated)	·	0	101	2	1.9
29	COc1ccc(N(C(=O)c2ccco2)C(C(=O)NC2CCCCC2)c2cccs2)cc1OC (configuration not stated)	-6	-3	101	-3	-3.2
30	Cc1ccc(CNC(=O)CN(C)S(=O)(=O)c2cccc3nsnc23)cc1	-1	10	99	0	0.2
31	CCc1ccccc1NC(=O)Nc1ccon1	-3	-7	92	2	-0.4
32	Cn1c(=O)[nH]c(=O)c2c1nc(N1CCCCC1)n2C/C=N/NC(=O)c1cc(Br)ccc1O	-2	-1	95	-1	-3.0
33	Cc1nn(Cc2ccc([N+](=O)[O-])cc2)c(=O)n1-c1ccc(F)cc1	-4	-6	92	0	-2.2
34	N/C(=N\OC(=O)CCCc1ccccc1)c1cccnc1	-18	4	104	0	-2.8
35	C[C@H](NC(=O)c1ncn(C)c1C(=O)N[C@@H](C)c1ccccc1)c1ccccc1	-4	0	97	-1	-0.7
36	COc1ccc2c(CC(=O)OCC(=O)NC(N)=O)coc2c1	-13	-11	97	2	-1.8

cpd	MC4R antag cAMP	m5-HT2A agonist	Granule exo inh	ABHD5-PLIN5 inh	Cardio protect
25	4	0	6	3	-8
26	13	7	16	-18	-1
27	4	-7	3	-10	9
28	11	-8	-15	-2	-1
29	12	7	-3	5	2
30	0	2	1	-2	4
31	-1	-6	1	7	2
32	-2	-4	-1	-4	10
33	7	-1	-7	-2	-2
34	13	-1	?	1	-5
35	-1	-4	-2	-13	-1
36	18	1	18	4	9

Remaining list, next part:
cpd	SMILES	CaV13 ICDI inh	PDI inh	ABCB6 inh 2	N-glyco inh	MC4R barr agon
37	C=CCC1Cc2c(cccc2[N+](=O)[O-])C(CC=C)N1 (configuration not stated)	1	2	101	1	-2.1
38	CCOC1=C/C(=C/c2c(N)n3nc(CC(=O)N4CCCC4)sc3nc2=O)C=CC1=O	-14	7	101	2	0.6
39	Cc1ccc(OCCN2C(=O)NC3(CCc4ccccc4C3)C2=O)cc1 (configuration not stated)	-5	3	100	-1	1.0
40	CCn1cc(C(=O)OCC(=O)c2cc(C)n(-c3ccccc3F)c2C)c(=O)c2ccc(C)nc21	-9	6	99	0	-2.2
41	O=C(O)c1ccccc1CSc1nc2ccccc2s1	-4	-6	96	-2	-0.2
42	CCC(CO)Nc1ccn2nc(-c3ccccc3)cc2n1 (configuration not stated)	-9	-4	99	-3	1.1
43	Cc1nc(N2CCN(c3ccc(Cl)cc3)CC2)[nH]c(=O)c1C	-5	0	102	0	-2.8
44	Cc1cc(O)cc(=O)n1Cc1ccco1	·	1	·	1	-1.1
45	CCN(C[C@H]1N[C@@](Cc2ccccc2)(C(=O)OC)[C@H]2C(=O)N(Cc3ccccc3)C(=O)[C@@H]12)C(=O)c1ccc(C)cc1	-3	0	100	-1	-1.5
46	COC(=O)c1ccc(C(=O)OC)c(NC(=S)N2CCCC2)c1	-4	-3	101	1	-2.3

cpd	MC4R antag cAMP	m5-HT2A agonist	Granule exo inh	ABHD5-PLIN5 inh	Cardio protect
37	8	-1	-1	4	-8
38	9	8	0	1	-3
39	-1	-2	0	0	-15
40	9	-9	-1	-2	-1
41	11	0	4	-2	-9
42	11	10	1	0	-2
43	7	2	-4	-4	2
44	9	2	-1	1	-4
45	9	8	11	8	1
46	4	3	6	3	0

7 entries from above, arranged by molecular weight, low to high:
cpd	SMILES	CaV13 ICDI inh	PDI inh	ABCB6 inh 2	N-glyco inh	MC4R barr agon
44	Cc1cc(O)cc(=O)n1Cc1ccco1	·	1	·	1	-1.1
37	C=CCC1Cc2c(cccc2[N+](=O)[O-])C(CC=C)N1 (configuration not stated)	1	2	101	1	-2.1
43	Cc1nc(N2CCN(c3ccc(Cl)cc3)CC2)[nH]c(=O)c1C	-5	0	102	0	-2.8
46	COC(=O)c1ccc(C(=O)OC)c(NC(=S)N2CCCC2)c1	-4	-3	101	1	-2.3
39	Cc1ccc(OCCN2C(=O)NC3(CCc4ccccc4C3)C2=O)cc1 (configuration not stated)	-5	3	100	-1	1.0
38	CCOC1=C/C(=C/c2c(N)n3nc(CC(=O)N4CCCC4)sc3nc2=O)C=CC1=O	-14	7	101	2	0.6
40	CCn1cc(C(=O)OCC(=O)c2cc(C)n(-c3ccccc3F)c2C)c(=O)c2ccc(C)nc21	-9	6	99	0	-2.2

cpd	MC4R antag cAMP	m5-HT2A agonist	Granule exo inh	ABHD5-PLIN5 inh	Cardio protect
44	9	2	-1	1	-4
37	8	-1	-1	4	-8
43	7	2	-4	-4	2
46	4	3	6	3	0
39	-1	-2	0	0	-15
38	9	8	0	1	-3
40	9	-9	-1	-2	-1
